CHX counter – Cycloheximide Counterscreen for Small Molecule Inhibitors of Shiga Toxin. cell reporter, cycloheximide protein synthesis inhibition counterscreen. max response, %. hit rate 12% among 300,000; in the data active = max response mostly above about 13%, no sharp cut-off; inactive = mostly below about 14%; also: read at 38.3 µM for the half of the compounds with a filed dose; 0% is about no effect
Pf growth 96h – Primary qHTS for delayed death inhibitors of the malarial parasite plastid, 96 hour incubation | P. falciparum luciferase reporter growth, 96 h | Potency, µM (series often up to 28.7 µM), inactives show at the highest dose activity change, negative = inhibition, hits mostly inhibitors | hit rate 6.9% among 320,000; also: potency is read from the fitted curve at half-maximal effect; % is scaled to controls: 0 for no effect and ±100 for the full control effect
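P. falciparum expressing integrated firefly luciferase, in erythrocytes at 2% hematocrit, 0.05% parasitemia, incubated with compounds 96 h at 37 C, 5% CO2. Growth inhibition read as loss of luminescence; two-generation exposure targets delayed-death apicoplast inhibitors.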
Shiga inhibitor – A qHTS for Small Molecule Inhibitors of Shiga Toxin | Vero cells, Shiga toxin protein synthesis inhibition reporter | inhibition, % at 38.7 µM | hit rate 9.2% among 290,000; in the data active = inhibition mostly above about 28%, no sharp cut-off; inactive = mostly below about 43%; also: 0% is about no effect
Giardia FBPA inh – qHTS Assay for Inhibitors of Fructose-1,6-bisphosphate Aldolase from Giardia Lamblia; Potency, µM (series often up to 59.6 µM), for inactives: at the top dose activity, negative = inhibition, actives largely listed as inhibitors; A8B2U2; purified Giardia FBPA; hit rate 0.71% among 290,000; AID 2451, 2010; also: potency is read from the fitted curve at half-maximal effect; % is scaled to controls: 0 for no effect and ±100 for the full control effect; nearly all actives have a fitted effect of over 55% in size
Target sequence (A8B2U2 whole entry, looked up): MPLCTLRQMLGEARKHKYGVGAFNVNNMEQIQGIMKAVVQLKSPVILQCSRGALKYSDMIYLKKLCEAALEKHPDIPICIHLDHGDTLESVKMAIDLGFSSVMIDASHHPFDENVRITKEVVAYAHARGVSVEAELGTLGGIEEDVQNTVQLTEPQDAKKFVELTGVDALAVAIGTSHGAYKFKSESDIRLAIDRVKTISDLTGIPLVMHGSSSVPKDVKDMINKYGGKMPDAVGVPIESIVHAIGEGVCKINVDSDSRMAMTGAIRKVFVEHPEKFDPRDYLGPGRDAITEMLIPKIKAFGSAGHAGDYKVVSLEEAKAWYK
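Giardia FBPA (40 nM reagent) was preincubated 10 min at RT with compound (up to 57.5 uM final), then substrate plus GAPDH/TPI/NAD/arsenate coupling system with diaphorase/resazurin was added; resorufin fluorescence (525/598 nm) was read after 20 min.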
Sm TGR inh – qHTS Assay for the Inhibitors of Schistosoma Mansoni Peroxiredoxins; purified TGR, DTNB reduction, TNB absorbance 405 nm; Potency, µM (top dose mostly 114 µM), for the others: top-dose activity change, negative = inhibition, actives largely listed as inhibitors; hit rate 3% among 360,000; AID 485364, 2010; also: potency is read from the fitted curve at half-maximal effect; % is scaled to controls: 0 for no effect and ±100 for the full control effect; nearly all actives have a fitted effect of over 60% in size
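TGR 20 nM + NADPH 100 uM (dispensed conc.), cpd preinc 15 min RT; start with NADPH (500 uM addition) then DTNB (15 mM addition). Kinetic TNB absorbance, 405 nm filter. Four-parameter Hill fit across titration.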
Pf growth 48h – Primary qHTS for delayed death inhibitors of the malarial parasite plastid, 48 hour incubation | P. falciparum luciferase growth in erythrocytes, 48 h | Potency, µM (series often up to 28.7 µM), for inactives: at the highest dose activity change, negative = inhibition, hits mostly inhibitors | hit rate 5.9% among 310,000 | AID 504832, 2011; also: potency is read from the fitted curve at half-maximal effect; % is scaled to controls: 0 for no effect and ±100 for the full control effect
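Luciferase-expressing P. falciparum in infected erythrocytes (2% hematocrit, 0.1% parasitemia final) in RPMI 1640/0.5% Albumax were exposed to compound for 48 hours at 37 C, 5% CO2; growth read as luminescence.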
Active calls of the source: *; ? = inconclusive; nt = no result given; [ ] = another dose, or the depositor's remark. Unless noted, calls follow the shape of the dose curve; as a rule, active = well fitted curve in the direction sought with a large enough effect; inconclusive = small, poorly fitted or top-dose-only effect, or another doubt; inactive = no such curve, though single readings can be large; an effect the other way counts as inactive or inconclusive.

SMILES | CHX counter | Pf growth 96h | Shiga inhibitor | Giardia FBPA inh | Sm TGR inh | Pf growth 48h
Cc1cc(NC(=O)CSc2nnc(N)s2)c([N+](=O)[O-])cc1C | 7 | 43%[activator] | 16 | -2% | -10% | -7%
O=C(CN1C(=O)NC2(CCCCC2)C1=O)N1CCN(S(=O)(=O)c2ccc(Cl)s2)CC1 | nt | ? | nt | nt | -2% | -20%
Cc1ccc(NC(=O)C(=O)Nc2ccccn2)cc1 | 38* | -11% | 69* | 2% | 1% | 64%[activator]
COc1ccc(C(=O)NC(=S)Nc2ccc3oc(=O)ccc3c2)cc1 | 0 | 34%[activator] | 31 | -8% | -1% | 9%
NC(=O)COc1ccc(C2c3c(oc4ccccc4c3=O)C(=O)N2CC2CCCO2)cc1 (configuration not stated) | 15 | 13%[5.75 µM] | 12 | 12% | -10% | -6%
O=C(Nc1ccccc1Cl)c1ccc(=O)[nH]n1 | -2 | 7% | -3 | -2% | 2% | 29%
COc1cc([N+](=O)[O-])ccc1NC(=O)Cn1ccsc1=N | -2 | -2% | 0 | -9% | 0% | 3%
COC(=O)C1=C(C)NC(=O)/C1=C\c1cc(C)n(-c2cccc(C)c2)c1C | -4 | ? | -4 | ? | 25µM* | nt
C[C@H](NCc1ccccc1)c1ccccc1 | -11 | nt | -10 | -1% | nt | nt
COc1ccc(/C=C/C(=O)Nc2ccc(-c3nnc4n3CCCCC4)cc2)c(OC)c1 | -2 | -20% | 10 | 9% | -10% | -11%
Cc1cccc(C(=O)Nc2ccc(C(=O)Nc3ccc(O)cc3)cc2)c1 | -2 | ? | -8 | -11% | -16% | -28%
COc1cc(NC(=O)COC(=O)CO/N=C(\C)c2ccc3c(c2)OCO3)cc(OC)c1OC | nt | 40%[activator] | nt | nt | 5% | 15%
CC(C)Cn1cnc2c1c(=O)[nH]c(=O)n2Cc1ccccc1 | -3 | ? | -11 | 7% | 7% | -8%
N#Cc1c(N2CCCCC2)nc(N)c2c(N)nc3c(c12)CC(c1ccccc1)O3 (configuration not stated) | -1 | 4.1µM* | 15 | -22% | -11% | 5.9µM*
Cc1cc(NC(=O)CCCn2nc(C)c([N+](=O)[O-])c2C)no1 | 8 | 1.5µM* | -4 | -1% | 5% | 5%
CC12CCC=CC1C(c1ccoc1)N(Cc1ccccc1)C2=O (configuration not stated) | -2 | nt | 16 | 11% | nt | nt
O=C1CCCC(NCCCCCCNC2=C([N+](=O)[O-])C(=O)CCC2)=C1[N+](=O)[O-] | -2 | 0% | -18 | -1% | 24% | 13%
COc1ccc(CC(NC(C)=O)C(=O)NC2CCN(c3c(Cc4ccccc4)c(C)nc4ncnn34)CC2)cc1OC (configuration not stated) | 0 | ? | 12 | -7% | -8% | 12µM*
CCOc1cc(/C=N/NC(N)=O)cc(Br)c1OCc1ccccc1F | -3 | -24% | -2 | -8% | -2% | -13%
CN1CCN(Cc2ccc(OCc3ccccc3)cc2)CC1 | 27* | ? | 94* | -5% | -2% | 123%[activator]

Next section, starting with the last seven of the part before.
SMILES | CHX counter | Pf growth 96h | Shiga inhibitor | Giardia FBPA inh | Sm TGR inh | Pf growth 48h
N#Cc1c(N2CCCCC2)nc(N)c2c(N)nc3c(c12)CC(c1ccccc1)O3 (configuration not stated) | -1 | 4.1µM* | 15 | -22% | -11% | 5.9µM*
Cc1cc(NC(=O)CCCn2nc(C)c([N+](=O)[O-])c2C)no1 | 8 | 1.5µM* | -4 | -1% | 5% | 5%
CC12CCC=CC1C(c1ccoc1)N(Cc1ccccc1)C2=O (configuration not stated) | -2 | nt | 16 | 11% | nt | nt
O=C1CCCC(NCCCCCCNC2=C([N+](=O)[O-])C(=O)CCC2)=C1[N+](=O)[O-] | -2 | 0% | -18 | -1% | 24% | 13%
COc1ccc(CC(NC(C)=O)C(=O)NC2CCN(c3c(Cc4ccccc4)c(C)nc4ncnn34)CC2)cc1OC (configuration not stated) | 0 | ? | 12 | -7% | -8% | 12µM*
CCOc1cc(/C=N/NC(N)=O)cc(Br)c1OCc1ccccc1F | -3 | -24% | -2 | -8% | -2% | -13%
CN1CCN(Cc2ccc(OCc3ccccc3)cc2)CC1 | 27* | ? | 94* | -5% | -2% | 123%[activator]
Cc1oc(-c2ccc(Cl)cc2)cc1C(=O)O | 43* | 128%[activator] | 46 | 9% | 0% | 144%[activator]
O=c1c([N+](=O)[O-])cc(C(F)(F)F)cn1Cc1c(Cl)cccc1Cl | -1 | 112%[activator] | -6 | 2% | -3% | 13%
Cc1ccc(OCCNC(=O)CCNS(=O)(=O)c2ccc3ccccc3c2)cc1 | nt | -4% | nt | nt | -23% | ?
FC(F)(F)c1ccccc1NC(=S)N1CCCCCC1 | 3 | ? | -4 | nt | 2% | 2%
Cc1ccn2c(=O)nc(SCC(=O)N3CCC(Cc4ccccc4)CC3)nc2c1 | nt | ? | nt | nt | 0% | ?
CCC(CC)C(=O)Nc1cccc(C(=O)Nc2ccc(S(N)(=O)=O)cc2)c1 | -4 | -1% | -6 | 3% | ? | -5%
NC(=O)C1CCN(C(=O)c2ccc(OCC(=O)Nc3cccc(C(F)(F)F)c3)cc2)CC1 | nt | 16% | nt | nt | 5% | -2%
Cc1ccc(S(=O)(=O)c2nc(-c3cccs3)oc2SCC(N)=O)cc1 | -4 | -3% | 13 | -4% | 0% | 1%
O=C(CN(C(=O)c1csnn1)c1cccc2c1CCCC2)NCc1ccc(F)cc1 | 7 | 30% | -6 | 10% | -2% | -18%
O=C(COC(=O)CCOc1ccccc1)NCCC1=CCCCC1 | -3 | 3% | 8 | 4% | -10% | -3%
OCCC1CN(Cc2cnc(-c3ccccc3)s2)CCN1C1CCCC1 (configuration not stated) | 1 | 1% | -10 | 0% | 0% | -7%
COc1ccc2c(c1)CCC1C2=NN(/C(C)=C/C(C)=O)C1c1cccc(F)c1 (configuration not stated) | 32* | -17% | 47* | -28% | -22% | -13%
Cc1cccc(NC(=O)CCSc2nc(C)cc(C)n2)c1 | 9 | 62%[activator] | 16 | nt | -19% | 2%
Cn1nnnc1SCc1cccc(CSc2nnnn2C)n1 | -5 | -2% | 14 | -6% | -5% | 7%
Cn1cccc1C(=O)c1ccc(Cl)cc1Cl | -2 | -26% | 45 | -2% | -8% | -1%
Cc1ccccc1NC(=O)c1ccc(OCC(=O)Nc2ccccc2F)cc1 | 7 | 12% | 52 | 4% | nt | 1%
CC1CC(O)C(C)CN1 (configuration not stated) | -2 | 34%[activator] | -4 | -6% | -8% | 20%
CCN(CC)S(=O)(=O)c1ccc(/C=C/C(=O)OCC(=O)NNC(=O)c2ccc(OC)cc2)cc1 | nt | -3% | nt | nt | -7% | -14%
CC(=O)c1ccc(NC(=O)C(C)Sc2nnnn2C)cc1 (configuration not stated) | 8 | -7%[5.75 µM] | -7 | 5% | -5% | ?
COC(=O)c1cc(NC(=O)C2CC(=O)NC(=NCc3ccc(OC)cc3)S2)cc(C(=O)OC)c1 (configuration not stated) | 1 | 41%[activator] | -7 | -13% | 19% | 7%
CCCNC(=O)CN1C(=O)c2ccccc2Sc2ncccc21 | -1 | 1% | -6 | -2% | 0% | 32%
CCN(Cc1ccncc1)C(=O)c1cc(Br)cc(Br)c1O | -7 | -33%[1.15 µM] | -5 | 11% | -6% | 2%
O=C(CCc1nc2ccccc2[nH]1)N1CCN(C(=O)c2ccco2)CC1 | -3 | ? | -6 | 0% | -1% | 14%
COc1ccc(/C=N/NC(=O)CNC(=O)c2ccc(S(=O)(=O)N3CCCC3)cc2)c(OC)c1 | -2 | -1% | -3 | 0% | -11% | 9%
Cc1cc(C)cc(N(C(=O)C(F)(F)F)C(C(=O)NC2CCCCC2)c2cccs2)c1 (configuration not stated) | 1 | 69%[activator] | 9 | 2% | 6% | -7%
O=C(Nc1ccc2c(c1)OCO2)c1ccc(Br)s1 | 35* | 8.3µM* | 45* | -17% | -8% | 189%[activator]
COc1cc(CC(=O)OCC(=O)NC2CCCC2)cc(OC)c1OC | nt | 44% | nt | nt | -5% | -12%
Cn1cnc(S(=O)(=O)Nc2cc(C(F)(F)F)ccc2N2CCOCC2)c1 | -2 | 36%[activator] | 10 | 2% | 18% | 35%[activator]
CCc1cc(=O)oc2c(C)c(OC(C)C(=O)N3CCC[C@@H]3C(=O)O)ccc12 (some centres not stated) | -1 | 0% | 1 | -17% | 8% | -9%
CCCCN1CN(S(=O)(=O)c2ccc(OC)cc2)c2nc3ccccc3nc21 | 15 | ? | -2 | -18% | -5% | ?
O=C(CCc1ccccc1)Nc1ccc(S(=O)(=O)Nc2nccs2)cc1 | -2 | -17% | -6 | 3% | -6% | -3%
O=[n+]1c2c(n([O-])c3cc(F)ccc31)CCCC2 | -1 | 0% | -4 | -24% | -18% | 12%
O=C(CN1CCOCC1)c1c[nH]c2ccccc12 | -2 | 4% | 9 | 3% | 6% | -5%
Cc1onc(-c2c(F)cccc2Cl)c1C(=O)c1ccccc1O | -2 | -25% | -8 | 0% | 5% | ?
O=C(NCCc1c[nH]c2ccccc12)/C(=C\c1ccco1)NC(=O)c1ccco1 | -4 | -12% | -2 | 3% | -1% | -9%
O=C(COC(=O)/C=C/c1ccc(Cl)cc1)NCCN1C(=O)CSC1=O | -2 | -4% | -8 | 3% | -2% | 2%
Cc1cc(C)cc(-n2nnnc2SCC(=O)N2CCOCC2)c1 | -1 | 51%[activator] | -4 | 1% | 1% | -10%
Cc1ccc2cc3c(NC(=O)C4CCCO4)nn(CC(C)C)c3nc2c1 (configuration not stated) | 2 | nt | 21 | 1% | -1% | ?
CCOC(=O)C(C)Sc1nnc(CSc2nc3nc(C)cc(C)n3n2)o1 (configuration not stated) | -3 | -5% | -9 | 1% | -19% | -1%
CCOC(=O)c1cnn(-c2nc(-c3ccccc3F)cs2)c1C(F)(F)F | 9 | 45%[activator] | 8 | 2% | 12% | 42%[activator]
COc1ccc(N2CCN(C(CNC(=O)Oc3ccccc3)c3cccnc3)CC2)cc1 (configuration not stated) | -3 | -14% | -15 | -2% | 0% | ?
Cc1ccccc1NC(=O)CCN1CCN(C)CC1 | 1 | ? | -6 | 13% | 9% | 15%
Cc1ccc(S(=O)(=O)NC(CC(C)C)C(=O)Oc2ccc3c4c(c(=O)oc3c2)CCC4)cc1 (configuration not stated) | -1 | 73%[activator] | 1 | -11% | 15% | 10%
Cc1ccc(/C=N/NC(=O)c2csc3c2CCCC3)cc1 | 27* | 69%[activator] | 101* | -4% | 0% | 41%[activator]

An unsorted share of the library; any-hit rate near 24%.
